Apaf1 inhib: blocks human Apaf-1 apoptosome activity. O14727. reconstituted apoptosome caspase-3 activity, DEVD-Rh110 fluorescence. inhibition, % at 20 µM. actives 0.71% (n = 330,000). AID 489030; active = inhibition of at least 40% at 20 µM;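 also: plate controls were DMSO wells for no effect and DEVD-CHO caspase inhibitor wells for full effect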
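System – cell-free apoptosome with Apaf-1, procaspase-3 and caspase-9 · Buffer or medium – pH 7.5 Hepes buffer with CHAPS, BSA, DTT · Also added – cytochrome c with DEVD-Rh110 · Times – 30 min compound preincubation, 50 min activation, room temperature · Technique – Rh110 fluorescence intensity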
APOBEC3G inh: blocks human APOBEC3G single-stranded DNA deamination; Q9HC16; recombinant A3G, ssDNA deamination FAM/TAMRA fluorescence; inhibition, % at 20 µM; actives 0.28% (n = 330,000); AID 493012;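 active = inhibition of at least 40% at 20 µM, with no more than 30% in the related APOBEC3A deaminase screen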;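 also: plate controls were DMSO wells with A3G for no effect and wells lacking A3G enzyme for full effect; some compounds called inactive have numbers as strong as hits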
SENP1 inh: blocks the human SENP1 SUMO protease catalytic domain. Q9P0U3. recombinant SENP1 catalytic domain, CyPet-SUMO1-YPet FRET cleavage. inhibition, % at 10 µM. actives 0.21% (n = 360,000);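 active = inhibition at least 30% at 10 µM, raw YFP signal under a set limit, fluorescence ratio 0.5 to 1.5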;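 also: 0% = enzyme with DMSO and 100% = no enzyme wells; some results filed as inactive read as strong as hits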
Target sequence (Q9P0U3 419-644 limits assumed): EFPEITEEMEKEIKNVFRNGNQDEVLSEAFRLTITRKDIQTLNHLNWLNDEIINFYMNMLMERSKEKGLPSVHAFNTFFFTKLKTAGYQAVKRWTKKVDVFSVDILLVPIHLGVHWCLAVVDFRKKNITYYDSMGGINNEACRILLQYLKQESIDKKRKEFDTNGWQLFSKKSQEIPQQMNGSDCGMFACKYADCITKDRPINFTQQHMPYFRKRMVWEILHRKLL
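Material: hSENP1 catalytic domain, recombinant; medium: Tris pH 8 with BME, BSA, NP40 and catalase; compound: single concentration of 10 µM compound, 0.5% DMSO final; technique: FRET read of cyan and yellow fluorescence; timing: 50 min enzyme reaction, room temperature, light-protected; reagent: SFCypet-SUMO1-SFYpet substrate at 25 nM; control set: no-enzyme low, enzyme-DMSO high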
SENP7 inh: inhibitors of human SENP7 protease | recombinant SENP7, Z-RLRGG-aminoluciferin luminescence, 40 min | inhibition, % at 5 µM | actives 1.5% (n = 330,000) | AID 434973;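 active = inhibition above about 50% at the single test dose, limit read from the data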;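 also: plate controls were DMSO with enzyme for no effect and no enzyme buffer wells for full effect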
SENP8 block-1: blocks the human protease SENP8; AID 2540; inhibition, % at 10 µM; purified SENP8, Z-RLRGG-aminoluciferin cleavage, luminescence; actives 1.2% (n = 330,000); in the data active = inhibition above about 50%
Target sequence (Q96LD8 whole entry, looked up): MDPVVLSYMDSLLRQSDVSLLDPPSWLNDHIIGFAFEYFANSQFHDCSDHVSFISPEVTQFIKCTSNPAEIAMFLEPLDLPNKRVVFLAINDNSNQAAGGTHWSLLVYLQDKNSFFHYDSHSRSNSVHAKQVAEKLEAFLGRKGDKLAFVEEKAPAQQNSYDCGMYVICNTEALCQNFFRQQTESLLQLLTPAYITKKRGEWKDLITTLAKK
UBC13 polyUb: inhibitors of human UBC13 polyubiquitin chain formation. actives 0.47% (n = 330,000). TR-FRET. inhibition, % at 20 µM; in the data active = inhibition above about 45%, passing the limit was not always enough
SENP8 block-2: inhibitors of human SENP8 protease; Q96LD8; recombinant SENP8, Nedd8 substrate fluorescence; inhibition, % at 20 µM; actives 0.64% (n = 360,000); AID 602440; in the data active = inhibition mostly above about 40%, no sharp cut-off; inactive = mostly below about 27%
SENP6 inh: inhibitors of human SENP6 protease | Recombinant SENP6 catalytic domain, aminoluciferin luminescence | actives 1.8% (n = 330,000) | Q9GZR1 | inhibition, % at 10 µM;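 active = inhibition above about 50% at the single tested dose, limit read from the data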;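 also: plate controls were DMSO wells with enzyme for no effect and DMSO wells lacking enzyme for full effect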
Target sequence (Q9GZR1 628-1112 limits assumed): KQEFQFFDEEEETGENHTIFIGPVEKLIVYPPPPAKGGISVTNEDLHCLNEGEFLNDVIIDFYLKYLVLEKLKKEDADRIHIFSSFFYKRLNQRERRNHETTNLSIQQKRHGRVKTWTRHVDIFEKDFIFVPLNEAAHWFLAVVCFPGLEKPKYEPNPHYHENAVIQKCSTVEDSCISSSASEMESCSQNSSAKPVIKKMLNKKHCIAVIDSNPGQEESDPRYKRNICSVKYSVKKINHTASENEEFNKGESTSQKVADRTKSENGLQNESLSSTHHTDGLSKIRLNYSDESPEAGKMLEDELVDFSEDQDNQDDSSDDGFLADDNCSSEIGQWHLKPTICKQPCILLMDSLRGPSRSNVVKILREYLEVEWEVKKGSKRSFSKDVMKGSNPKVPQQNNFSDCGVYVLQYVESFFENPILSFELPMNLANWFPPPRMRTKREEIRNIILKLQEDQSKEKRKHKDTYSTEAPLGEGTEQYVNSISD
Numbers without * were called inactive; i = inactive; x = not tested or not shown; & = joins results of further samples.

SMILES	Apaf1 inhib	APOBEC3G inh	SENP1 inh	SENP7 inh	SENP8 block-1	UBC13 polyUb	SENP8 block-2	SENP6 inh
COc1ccc(CN2CCCC(C(=O)c3ccc(SC)cc3)C2)cc1Cn1cccn1 (configuration not stated)	8	2	1	2	-8	8	30	2
C/C(Cl)=C\Cn1c(O)c(N=O)c2ccccc21	-2	-9	3	-2	-9	3	5	-15
CCOc1cc(C(=O)Nc2cccc(OCC(=O)N3CCOCC3)c2)cc(OCC)c1OCC	8	-6	2	-6	-6	0	9	-15
COc1ccccc1Nc1nc(C)nc2c1oc1ccccc12	6	12	3	5	2	8	-196	-1
C=CCn1c(SCC(=O)N2CCOCC2)nc2sc(CC)cc2c1=O	-5	-5	2	-5	-7	9	4	8
CCOC(=O)CN1NC2(CCCC(C)C2)NC1=S (configuration not stated)	11	-14	2	-9	-2	-4	23	13
CC1(c2nnc(-c3cccc(Cl)c3)o2)CC(c2ccccc2F)=NO1 (configuration not stated)	15	0	-1	3	-2	6	13	-7
O=[N+]([O-])c1ccc(/C=N/Nc2nc(N3CCCC3)nc(N3CCCC3)n2)o1	8	6	-49	6	8	-17	13	27
Cc1ccc(S(=O)(=O)N2CCC(=O)N(C(COCc3ccc(Cl)c(Cl)c3)Cc3ccccc3)CC2)cc1 (configuration not stated)	21	-3	x	5	-8	-2	x	-6
CC1(C)Cc2ccccc2C(c2cc3ccccc3oc2=O)=N1	-6	-5	-2	5	5	5	6	16
COc1ccccc1CNC(=O)COC(=O)C1CC1	2	-9	1	-1	-11	2	-3	-10
CCc1ccc(C2=NN(c3ccc(S(N)(=O)=O)cc3)C(c3ccc(F)cc3)C2)cc1 (configuration not stated)	26	-2	4	-10	-13	20	i	-10
O=C(CN(Cc1ccccc1)C(=O)c1csnn1)NCCc1ccccc1	-2	-9	0	0	-3	6	-2	-8
Cc1cc(NC(=O)CSc2nc(-c3ccccc3)c(C#N)c(=O)[nH]2)no1	-4	1	-2	5	-5	43	-28	16
CCOC(=O)N1CCN(Cc2nc3cc([N+](=O)[O-])ccc3n2CC)CC1	3	0	1	-7	-7	-8	16	5
CCOc1ncccc1C(=O)N(CCC(C)C)c1c(N)n(Cc2ccccc2)c(=O)[nH]c1=O	0	4	-2	7	1	-6	11	14
Cc1nn(C)c(Cl)c1CN1CCCC(CO)(Cc2cccc(Cl)c2)C1 (configuration not stated)	-6	-4	-22	-9	1	-3	13	-2
CCOc1cc(N2CCOCC2)c(OCC)cc1NS(=O)(=O)c1cc(NC(C)=O)ccc1OC	12	6	2	1	13	-7	23	-3
O=C1c2ccccc2C(=O)N1c1cccc(-c2nc3ccccc3o2)c1	-15	-6	0	-2	7	8	12	6
Cc1onc(-c2ccccc2Cl)c1C(=O)NCc1nc(-c2ccccc2)no1	3	-5	-18	8	-7	-2	-4	-10
O=Cc1cn(-c2ccccc2)nc1-c1cc2c(ccc3ccccc32)oc1=O	11	-8	-82	4	-1	-2	-466	-5
CN(C1CCS(=O)(=O)C1)S(=O)(=O)c1ccc(N2CCCC2=O)cc1 (configuration not stated)	-14	0	1	-3	5	1	10	0
COc1ccc(CN2C(=O)C(Cc3ccccc3)Nc3ncnc(N4CCN(c5ccccc5)CC4)c32)cc1 (configuration not stated)	25	-7	-4	10	-10	-18	-26	-4
COc1ccc(Br)cc1C(=O)Nc1ccc(NC(=O)c2ccco2)cc1	16	-2	3	0	0	4	3	8
Clc1nc(Cl)nc(-c2cn(-c3ccccc3)c3ccccc23)n1	2	-4	x	3	0	20	x	5
Cc1ccc(-c2cc(-c3ccccc3)nc(N(C)N)n2)cc1	8	-9	-3	-3	-5	4	-197	14
NC(=O)c1cccnc1Oc1cccc(Cl)c1	-3	-3	3	-5	-9	6	12	-8
O=C(/C=C/c1ccc([N+](=O)[O-])cc1)N(c1ccccn1)C1CCCCC1	8	1	5	-2	-3	-25	-15	-5
Cc1ccc(N2CC(C(=O)Nc3nnc(SCc4cccnc4)s3)CC2=O)cc1 (configuration not stated)	11	-5	0	-3	8	-5	2	9
O=C(Nc1cccnc1)c1ccc(NS(=O)(=O)c2cccc([N+](=O)[O-])c2)cc1	-9	-2	1	2	4	13	28	-11

Two compounds from above, showing only Apaf1 inhib and UBC13 polyUb.
smiles | Apaf1 inhib | UBC13 polyUb
Cc1ccc(N2CC(C(=O)Nc3nnc(SCc4cccnc4)s3)CC2=O)cc1 (configuration not stated) | 11 | -5
O=C(Nc1cccnc1)c1ccc(NS(=O)(=O)c2cccc([N+](=O)[O-])c2)cc1 | -9 | 13

Single values from above:
`COc1ccc(CN2C(=O)C(Cc3ccccc3)Nc3ncnc(N4CCN(c5ccccc5)CC4)c32)cc1` (configuration not stated) | APOBEC3G inh: -7
`Cc1ccc(-c2cc(-c3ccccc3)nc(N(C)N)n2)cc1` | SENP8 block-1: -5
`CC1(C)Cc2ccccc2C(c2cc3ccccc3oc2=O)=N1` | SENP1 inh: -2

(continued)
SMILES	Apaf1 inhib	APOBEC3G inh	SENP1 inh	SENP7 inh	SENP8 block-1	UBC13 polyUb	SENP8 block-2	SENP6 inh
Cn1c(CNC(=O)C2CCC(=O)N(CCc3cccc(F)c3)C2)nc2ccccc21 (configuration not stated)	2	-4	-3	-2	-3	7	-4	7
CN(C(=O)Nc1ccc(Cl)cc1)n1cnc2ccccc2c1=O	-4	-10	2	-10	-6	1	4	0
Cc1ccc(-c2nn(C)c(=O)c3ccccc23)cc1CNC(=O)CSc1nc2ccccc2o1	7	1	-1	10	8	-3	5	6
COc1cc(/C=N/Nc2nc3ccccc3[nH]2)cc(OC)c1O	9	1	-2	5	-4	-7	-417	3
COc1ccc(C(=O)COC(=O)CCNS(=O)(=O)c2ccc(NC(C)=O)cc2)c(OC)c1	-5	-12	1	10	-11	-2	10	-18
COc1ccc(OCC(=O)NC(=S)Nc2ccc(S(=O)(=O)Nc3cc(C)on3)cc2)cc1	5	-3	2	0	4	-6	6	-9
O=C(Cn1nc(-c2ccc(Cl)cc2)ccc1=O)NCC1COCCO1 (configuration not stated)	0	-1	3	5	3	7	-7	-4
CCOC(=O)c1[nH]cnc1C(=O)Nc1ccc(Cl)cc1	9	-2	3	4	-1	-20	-21	3
Cc1nn(Cc2ccc(C(=O)O)o2)c(C)c1[N+](=O)[O-]	-6	54*	0	12	1	-1	18	0
COCCn1c(=O)[nH]c2cc(C(=O)Nc3nnc(C)s3)ccc21	2	-9	1	-6	2	3	-17	-15
O=S(=O)(Nc1cc(S(=O)(=O)N2CCOCC2)ccc1N1CCCC1)c1cccs1	3	-7	1	3	-3	-6	14	9
CCC1(CC)NC(=O)N(CC(=O)OCc2nc3cc(C(=O)OC)ccc3c(=O)[nH]2)C1=O	-5	-9	-4	1	6	2	-117	-9
CN1C(=O)CC(C(=O)Nc2ccc(F)cc2)SC1=Nc1ccc2c(c1)OCO2 (configuration not stated)	-17	-7	-1	-4	-5	1	9	-10
C/C(=N\NS(=O)(=O)c1ccc([N+](=O)[O-])cc1)c1ccc(NC(=O)c2ccco2)cc1	-4	3	3	-15	2	-31	18	-14
O=C(C1CCCN(Cc2cccnc2)C1)N1CCCCC1 (configuration not stated)	-7	-7	3	12	-4	-8	13	-2
COc1ccc(Nc2nnc(Cc3ccccc3)c(=O)[nH]2)c(OC)c1	13	-6	1	7	4	-6	2	4
CN(C)CCC(=O)c1cccc(Br)c1	-1	4	-2	-3	-9	1	13	-11
CC(=O)C1=C(C)N(Cc2ccccc2)C(=O)N[C@H]1c1ccco1	-3	-6	0	4	3	1	8	-12
CCCn1c(=O)[nH]c(=O)c2c1nc(-c1ccc(OC)c(Br)c1)n2CCOC	-6	-7	-1	-1	-1	18	-84	-16
COc1cc(OC)c(CN2CCC(CO)(CCOc3ccccc3)CC2)c(OC)c1	0	1	1	5	9	0	11	5
Cc1ccc(N2C(=O)C(NC(=O)c3c(F)cccc3F)(C(F)(F)F)C3=C2CC(C)(C)CC3=O)cc1 (configuration not stated)	7	-9	3	-3	-16	-9	26	-6
Cn1c(CNC(=O)c2ccccc2)nnc1SCC(=O)N1CCN(c2ccccc2)CC1	10	-2	-1	-8	-6	-7	40	-9
COc1ccccc1C(=O)NCC(=O)OCC(=O)Nc1ccc2[nH]c(=O)[nH]c2c1	-20	-8	-4	0	-2	5	11	1
Cc1ccc(C(=O)Nc2cccc(S(=O)(=O)N3CCCC3)c2)o1	1	-8	-2	-8	-12	-8	9	-8
O=C(Cc1cccs1)N1CCN(S(=O)(=O)c2ccc(Cl)c(C(F)(F)F)c2)CC1	7	-3	-6	-2	-4	8	-8	-3
CCc1nnc(NC(=O)CSc2nnc(CNC(=O)c3ccc(OC)c(OC)c3)o2)s1	-15	0	0	0	6	-5	12	-2
Cc1ccc(NC2CCCN(C(=O)c3ccnc(Cl)c3)C2)cc1C (configuration not stated)	6	-5	-2	5	-2	-3	15	-18
CCOC(=O)Cc1csc(NC(=S)NC(=O)C(C)(C)C)n1	-5	-4	4	-4	1	7	6	-11
CCN(CC)CCNC(=O)/C(=C/c1cn(C)c2ccccc12)NC(=O)c1ccc(OC)c(OC)c1	-17	-5	-5	1	0	3	-6	3
CC(OC(=O)CN1C(=O)c2ccccc2C1=O)C(=O)N(C)c1ccccc1 (configuration not stated)	0	-3	-1	-1	6	-3	13	-12
COc1ccc(/C=C/C(=O)NCCCc2ccccc2)cc1	6	-9	2	0	-12	17	15	-27
COC(=O)C1=C(C)NC(=O)NC1c1ccco1 (configuration not stated)	14	-2	3	4	-4	2	24	-29
O=C(CCN1C(=O)c2ccccc2S1(=O)=O)Nc1cccc(F)c1	1	-8	3	-10	1	-2	23	-5
Cc1nnc(NC(=O)C2(c3ccccc3)CCOCC2)s1	-3	-4	-1	-8	-3	-2	24	-10
CCCCCC(=O)N1CCN(CCN=CC2=C(O)CC(c3ccc(OC)cc3)CC2=O)CC1 (configuration not stated)	-6	-5	1&0	3	2	1	12&20	-5
Cc1sc2ncn(CC(=O)NCCc3ccccc3)c(=O)c2c1C	4	1	-1	0	-3	-2	3	-4
COc1cccc([C@@H]2CC=C(C(=O)O)[C@H](c3ccc(C)cc3)N2S(=O)(=O)c2ccc(C)cc2)c1	3	-5	-1	1	6	-12	7	22
O=C(Cc1cccs1)N1CCN(S(=O)(=O)c2ccc(F)cc2)CC1	6	-7	2	-7	-6	0	12	1
O=C(O)CSc1nnc(-c2cc3ccccc3o2)n1-c1ccccc1	-13	-4	2	4	9	-4	-34	-1
CCOc1ccc(N2CC(O)(c3cccs3)[N+]3=C2CCCC3)cc1 (configuration not stated)	-3	-4	2	4	-1	6	8	-12
CCOC(=O)C(NC(=O)CC)(Nc1sc2c(c1C(=O)OC)CCN(C)C2)C(F)(F)F (configuration not stated)	7	-1	-39	4	2	-5	-15	4
Nc1nonc1-n1nnc(C(=O)N/N=C/c2ccc(OCc3ccccc3)cc2)c1COc1ccc(F)cc1	-3	-4	-2	0	-12	-10	-137	-24
COc1ccc2[nH]c3c(c2c1)CCN1C(=O)C(CC(=O)NCCC2=CCCCC2)C[C@H](C(=O)N2CCCCC2)[C@@]31C (some centres not stated)	33	2	1	-11	x	x	12	x
CNC[C@H]1Oc2c(NS(=O)(=O)c3ccc(F)cc3)cccc2C(=O)N([C@H](C)CO)C[C@@H]1C	2	0	1	1	3	-1	13	-13
COc1cccc(NC(=S)N(Cc2ccco2)C(C)c2ccco2)c1 (configuration not stated)	4	-5	0	7	5	8	3	13

Screens: PubChem, Sanford-Burnham Center for Chemical Genomics
